TrxR1 substrate: rat thioredoxin reductase 1 substrate activity; O89049; 390,000 compounds, 0.01% hits; purified TrxR1 substrate turnover, NADPH consumption readout; AID 588456; Potency, µM (doses to about 114 µM), for the others: at the top dose activity change, negative = substrate turnover; also: potency is read from the fitted curve at half-maximal effect; % is scaled to controls: 0 for no effect and ±100 for the full control effect; nearly all actives have a fitted effect of over 50% in size
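Rat TrxR1, dispensed at 90 nM, was prereduced with 400 uM NADPH (final) for 5 min at ~22 deg C, then incubated with compound 15 min before 400 uM selenite. A first-read NADPH fluorescence drop versus no-compound background flagged substrates.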
IDH1 R132H inh: inhibitors of human mutant IDH1 R132H; IDH1-R132H enzyme, NADPH consumption, diaphorase/resazurin fluorescence; Potency, µM (highest dose often 76.6 µM), for the others: at the highest dose activity change, negative = inhibition, hits mostly inhibitors; 390,000 compounds, 0.093% hits; also: potency is read from the fitted curve at half-maximal effect; % is scaled to controls: 0 for no effect and ±100 for the full control effect; nearly all actives have a fitted effect of over 65% in size
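IDH1-R132H (0.5 ug/mL dispensed) in pH 7.5 Tris buffer was preincubated 30 min with compound, then given a substrate mix of 0.016 mM NADPH and 2 mM alpha-KG for 80 min at room temperature; remaining NADPH was read by diaphorase/resazurin fluorescence.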
Glioma ERSR ind: inducers of ER stress response in human glioma cells. U87-MG GRP78 promoter luciferase reporter, 16 h. Potency, µM, for the others: top-dose activation, actives largely listed as activators. 420,000 compounds, 0.02% hits; also: potency is read from the fitted curve at half-maximal effect; series mostly up to about 76 µM; % of control where 0% means no effect; nearly all actives have a fitted effect of over 35% in size
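Stably transfected U87-MG glioma cells carrying a GRP78-based luciferase sensor; 16 h compound incubation. Luminescence end-point read 10 min after Bright-Glo addition at room temperature.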
PI4K2A inh: blocks human PI4K2A kinase activity; 420,000 compounds, 0.13% hits; AID 1346378; activity change, negative = inhibition, % at 76.9 µM; Q9BTU6; purified PI4K2A, ADP-Glo luminescence, 1 h; hits give low values; in the data active = activity change below about -50%; inconclusive = mostly about -30% to -49%;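 also: -100% = wells without enzyme as full effect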
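Compounds are screened against recombinant PI4K2A using PI as substrate and ATP, the latter dispensed at 300 microM. Reactions run one hour at ambient temperature before ADP-Glo detection; full inhibition defined by wells lacking enzyme.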
Vif-A3G inh: inhibitors of Vif-APOBEC3G interaction; Potency, µM (top dose mostly 46.1 µM), for inactives: top-dose activity, negative = active, usual class: inhibitors; HeLa A3G-eYFP + Vif (tagged APOBEC3G with the HIV-1 protein that degrades it), YFP fluorescence, overnight; Q9HC16; 410,000 compounds, 0.076% hits;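 also: potency is read from the fitted curve at half-maximal effect; % is scaled to controls: 0 for no effect and ±100 for the full control effect; nearly all actives have a fitted effect of over 60% in size; hits raise eYFP signal because A3G escapes Vif-driven loss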
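Read-out is eYFP fluorescence (Ex 488/Em 500-530) from Vif-expressing HeLa A3G-eYFP cells; more signal means A3G escaped Vif-mediated degradation. Cells plated overnight, compound pinned in, incubated overnight at 37 deg C.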
USP1 inh: USP1/UAF1 (human) deubiquitinase inhibition; AID 743255; O94782; recombinant USP1/UAF1, Ub-Rhodamine cleavage fluorescence; Potency, µM (top dose mostly 57.1 µM), for the others: at the top dose activity change, negative = inhibition, hits mostly inhibitors; 390,000 compounds, 0.23% hits; also: potency is read from the fitted curve at half-maximal effect; % is scaled to controls: 0 for no effect and ±100 for the full control effect; nearly all actives have a fitted effect of over 60% in size; inactives centre near -12
Target sequence (O94782 whole entry, looked up): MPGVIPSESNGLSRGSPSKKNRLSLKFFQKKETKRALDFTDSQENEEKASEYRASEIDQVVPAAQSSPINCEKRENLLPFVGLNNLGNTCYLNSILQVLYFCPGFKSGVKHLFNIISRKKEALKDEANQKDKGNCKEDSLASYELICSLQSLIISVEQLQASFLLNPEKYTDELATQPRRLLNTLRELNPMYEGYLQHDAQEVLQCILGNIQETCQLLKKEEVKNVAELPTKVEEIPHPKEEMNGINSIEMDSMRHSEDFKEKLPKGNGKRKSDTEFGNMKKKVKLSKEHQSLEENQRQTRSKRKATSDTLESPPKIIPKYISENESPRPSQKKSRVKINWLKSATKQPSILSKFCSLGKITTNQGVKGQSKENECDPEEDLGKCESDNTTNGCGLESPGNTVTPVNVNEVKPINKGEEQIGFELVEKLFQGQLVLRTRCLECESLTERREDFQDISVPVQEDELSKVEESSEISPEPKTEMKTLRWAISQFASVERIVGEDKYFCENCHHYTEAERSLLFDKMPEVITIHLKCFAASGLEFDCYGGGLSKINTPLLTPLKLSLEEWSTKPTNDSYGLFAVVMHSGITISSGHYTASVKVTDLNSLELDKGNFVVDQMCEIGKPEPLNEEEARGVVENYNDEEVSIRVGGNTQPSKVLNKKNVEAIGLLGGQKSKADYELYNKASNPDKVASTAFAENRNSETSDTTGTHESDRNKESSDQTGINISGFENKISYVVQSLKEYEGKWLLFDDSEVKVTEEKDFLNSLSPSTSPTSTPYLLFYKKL
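USP1/UAF1 complex at 1 nM was preincubated with compound for 15 min at room temperature, then Ub-Rho substrate (150nM final) was added. Fluorescence (480/540 nm) was read kinetically, 6 reads every 60 seconds.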
LDHA inh: LDHA (human) enzyme inhibition. purified LDHA, NADH/diaphorase-resazurin fluorescence; hits give low values. activity change, % (values are at about 110 or 230 µM). 480,000 compounds, 0.15% hits; in the data active = activity change below about -30%; inconclusive = mostly about -25% to -30%;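 also: plate controls were DMSO wells for no effect and wells without enzyme for full effect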
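Remaining NADH was detected by diaphorase (0.133 mg/mL) converting 37 µM resazurin to fluorescent resorufin, read at 0 and 20 minutes. The preceding 5-minute room-temperature reaction used 2 nM LDHA, 0.2 mM sodium pyruvate and 0.06 mM NADH at pH 7.4.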
Vif-APOBEC3F blk: inhibitors of Vif-A3F interaction; HeLa A3F-eYFP + Vif (tagged APOBEC3F with the HIV-1 protein that degrades it), YFP fluorescence increase; 390,000 compounds, 0.2% hits; Potency, µM (top dose mostly 46.1 µM), for the others: at the highest dose activity, negative = active; also: potency is read from the fitted curve at half-maximal effect; % of control where 0% means no effect; nearly all actives have a fitted effect of over 65% in size
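HeLa cells stably expressing A3F-eYFP plus Vif, plated and incubated overnight at 37 deg C, then exposed to compounds overnight at 37 deg C. Blocked degradation read as raised yellow fluorescence (Ex 488/Em 500-530).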
RXFP1 agonist: agonists of human relaxin receptor RXFP1. Q9HBX9. HEK293T-RXFP1 cAMP TR-FRET, 30 min; response scale: percent of porcine relaxin response, buffer zero. Potency, µM (series often up to 57.5 µM), inactives show at the highest dose activation, actives largely listed as activators. 370,000 compounds, 0.3% hits. AID 2676; also: potency is read from the fitted curve at half-maximal effect; % is scaled to controls: 0 for no effect and ±100 for the full control effect; nearly all actives have a fitted effect of over 60% in size; many of its hits are not listed in these tables
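cAMP rise read by TR-FRET after 30 min, 37C compound exposure (up to 58 uM) in RXFP1-transfected HEK293 cells with Ro 20174 present. EC50 from Hill-equation fits, with 29 nM porcine relaxin as 100% and buffer as basal.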
The depositor's hits bear a star; ? = inconclusive; . = not tested or not shown; [ ] = remark or other dose. Unless noted, calls follow the shape of the dose curve; as a rule, active = well fitted curve in the direction sought with a large enough effect; inconclusive = small, poorly fitted or top-dose-only effect, or another doubt; inactive = no such curve, though single readings can be large; an effect the other way counts as inactive or inconclusive.

Sample of the layout (3 entries):
SMILES	TrxR1 substrate	IDH1 R132H inh	Glioma ERSR ind	PI4K2A inh	Vif-A3G inh	USP1 inh	LDHA inh	Vif-APOBEC3F blk	RXFP1 agonist
COC(=O)c1cc(=O)n(CCc2ccc(OC)c(OC)c2)c(=Nc2ccc(F)c(Cl)c2)s1	1%[57.1 µM]	8%	-3%	3	?	-28%	-1	?	2.5%
O=C(OCC(=O)N1CCCCC1)c1ccc2c(c1)C(=O)N(Cc1ccco1)C2=O	2%	-2%	-3%	-2	3%	-10%	-7	-2%	1.0%
O=C(NC1=NCCS1)c1ccc(N2CCCC2=O)cc1	8%	5%	3%	3	2%	-13%	0	-24%	2.1%

All compounds of this part, repeating the preview:
SMILES	TrxR1 substrate	IDH1 R132H inh	Glioma ERSR ind	PI4K2A inh	Vif-A3G inh	USP1 inh	LDHA inh	Vif-APOBEC3F blk	RXFP1 agonist
COC(=O)c1cc(=O)n(CCc2ccc(OC)c(OC)c2)c(=Nc2ccc(F)c(Cl)c2)s1	1%[57.1 µM]	8%	-3%	3	?	-28%	-1	?	2.5%
O=C(OCC(=O)N1CCCCC1)c1ccc2c(c1)C(=O)N(Cc1ccco1)C2=O	2%	-2%	-3%	-2	3%	-10%	-7	-2%	1.0%
O=C(NC1=NCCS1)c1ccc(N2CCCC2=O)cc1	8%	5%	3%	3	2%	-13%	0	-24%	2.1%
OC(CSc1ccccc1)CN1CCN(c2ccccc2)CC1 (stereo not drawn)	-5%	3%	0%	-3	2%	-20%	-1	1%	.
CCOC(=O)C(=O)NCC(c1ccco1)S(=O)(=O)c1cccs1 (stereo not drawn)	2%[57.1 µM]	0%	-4%	3	2%	-14%	-6	-12%	-0.2%
CCOC(=O)CSC1=C(C#N)C(c2ccccc2OC)CC(=O)N1 (stereo not drawn)	9%	7%	-3%	1	?	-22%	2	-11%	2.2%
O=C(Cc1csc(NC(=O)c2ccccc2)n1)NO	3%	6%	0%	-1	2%	-14%	-2	3%	-0.6%
CC(C)CC[C@@H](O)[C@](C)(O)C1CC[C@@]2(O)C3=CC(=O)[C@@H]4C[C@@H](O)[C@@H](O)C[C@]4(C)C3CC[C@]12C (stereo partly drawn)	4%	0%	-3%	6	0%	-13%	6	-15%	.
O=C(c1cc(S(=O)(=O)N2CCOCC2)ccc1Cl)N1CCC(Cc2ccccc2)CC1	-12%	9%	-5%	-4	2%	-20%	2	-8%	2.2%
COc1cc(Cl)c(NS(=O)(=O)c2c(C(=O)N3CCCC3)c(C)n(C)c2C)c(OC)c1	8%	-1%	-5%	0	-5%	-24%	0	-6%	3.8%
Cc1ccc(S(=O)(=O)NNC(=O)c2ccoc2C)cc1	1%	-4%	-4%	4	-3%	-6%	-3	9%	5.1%
CC(NC(=O)[C@H](C)NC(=O)N1CCn2c1nc1ccccc12)c1ccccc1 (stereo partly drawn)	5%	1%	-1%	3	2%	-19%	-1	-9%	1.6%
COc1ccc(NC(=O)C2CC2)cc1S(=O)(=O)N1CCOCC1	4%	-8%	-2%	5	6%	-14%	-2	5%	2.1%
O=C(Nc1cc2c(cc1Br)OCCO2)c1cccs1	15%[57.1 µM]	0%	-1%	6	-7%	-24%	0	-1%	-2.0%
N#C/C(=C\Nc1ccccc1SC(F)(F)F)c1nc(-c2ccc(Cl)cc2)cs1	-6%	0%	0%	3	4%	-3%	-4	0%	0.5%
CCCCCCc1cc2cc(C(=O)Nc3ccccc3OC)c(=O)oc2cc1O	2%	2%	-1%	0	-1%	-16%	-5	3%	-0.1%
CC(C)(C)c1ccc(C(=O)NNC(=O)c2ccncc2)cc1	-1%	0%	5%	0	0%	-16%	-9	0%	-0.4%
N#C/C(=C/c1ccc(N2CCCCCC2)o1)c1ccc(F)cc1	11%[57.1 µM]	-8%	-11%	6	?	?	11	28µM*	.
Cc1cccc2c(N)c3c(nc12)CCCC3 (tested in a mixture with another compound)	5%	0%	-3%	4	13%	-21%	-6	-2%	0.8%
COc1ccc2[nH]c(=S)cc(C)c2c1	10%	10%	0%	-1	-2%	-17%	4	-4%	0.0%
CN(C)CCN(Cc1ccco1)C(=O)c1cc2c(s1)-c1ccccc1OC2	536%[activator]	-6%	-2%	4	6%	-16%	-4	-7%	12%
COc1cccc(CSc2nc3cc(OC)c(OC)cc3c3nc(CCn4nc(C)cc4C)nn23)c1	-1%	.	.	-6	.	-22%	-1	.	3.8%
CCOC(=O)C1CCN(Cc2cccc(Oc3ccc(Cl)cc3)c2)CC1	-2%[11.4 µM]	0%	-4%	7	2%	-11%	-13	1%	1.3%
CCC1=C2CC[C@H]3C(=O)N(C)C(=O)[C@H]3[C@H]2[C@@]2(Cc3ccccc3)C(=NCC(=O)OC)OC(=O)N2C1=O	2%	6%	-2%	-2	3%	-29%	7	-10%	0.0%
CCN(CC)c1ncc(C)c(=O)[nH]1	11%[57.1 µM]	2%	3%	-3	0%	6%	-2	1%	1.0%
CC(C)CNC(=S)NC(=O)c1ccc(F)cc1	-15%	2%	12%	-2	0%	-15%	1	1%	2.9%
CCOc1ccc(-c2cc(C(=O)N/N=C(\C)c3cccnc3)c3ccccc3n2)cc1	21%	0%	-7%	-2	?	-12%	-1	-6%	22%
Cc1c(C(=O)OCCOc2ccccc2)[nH]c2c1C(=O)CC(c1ccc(C(C)(C)C)cc1)C2 (stereo not drawn)	-10%	-7%	-2%	0	3%	-5%	0	-6%	2.9%
COCC(C)n1c(SCc2nc(N)nc(Nc3ccccc3C)n2)nc2ccccc2c1=O (stereo not drawn)	-1%[57.1 µM]	4%	-3%	-3	1%	-13%	-1	-4%	-0.5%
CCNc1nc(NCC)n2c(SCC(=O)Nc3ccc(OC)c(OC)c3)nnc2n1	5%	2%	-5%	0	1%	-14%	-3	1%	-0.4%
Cc1nc2c(OCc3ccc(C(F)(F)F)cc3)cccn2c1N(C)CC1CC1	.	.	4%	3	-13%	.	-3	.	.
CCN(c1ccccc1)S(=O)(=O)c1ccc(Cl)c(NC(=O)Nc2ccc(Cl)cc2C#N)c1	-8%	0%	2%	1	-14%	-12%	-5	-14%	0.4%
CC(C)=CCc1c(O)cc2oc3c(CC=C(C)C)c(O)c(O)c(CC=C(C)C)c3c(=O)c2c1O	6%[57.1 µM]	-12%	4%	-8	-18%	-12%	-7	?	-0.6%
Cc1ccc(C(=O)Nc2ccccc2C(=O)OCc2cc(=O)n3nc(C(C)C)sc3n2)cc1	-1%[57.1 µM]	6%	-3%	-5	-5%	-23%	3	-6%	8.9%
COc1ccc(-c2c(C)oc3ccc(C)cc23)cc1	-2%[57.1 µM]	3%	-4%	-3	-6%	?	0	-13%	-0.9%
CCOc1ccccc1CN1CCNC(=O)C1CC(=O)NCCc1ccccn1 (stereo not drawn)	2%	-13%	5%	3	3%	-25%	-2	-7%	-0.3%
O=C(C(c1ccccc1)c1ccccc1)N1CCN(CC(O)COc2ccccc2)CC1 (stereo not drawn)	10%[57.1 µM]	3%	-6%	-6	1%	-4%	-3	0%	-0.6%
NC(=O)CN1CCN(S(=O)(=O)c2ccc(Cl)cc2)CC1	14%[57.1 µM]	2%	-2%	0	-1%	-5%	-7	6%	6.2%
COc1ccc(Cc2nnc(NC(=O)c3cc(OC)c(OC)c(OC)c3)s2)cc1	-5%	-3%	3%	3	?	-8%	-8	-2%	0.2%
CC(=O)Nc1ccc(C(C)=NNC(=O)C2CCCC2)cc1	.	.	0%	2	-4%	.	-6	.	.
CCOc1ccc(NC(=O)Nc2ccon2)cc1	6%	-7%	1%	-10	-23%	-25%	2	-14%	-2.2%
O=C(NCc1ccco1)C1CCCN(c2ncnc3c2nc2n3CCCCC2)C1 (stereo not drawn)	9%	-8%	-2%	1	0%	-29%	1	-11%	4.4%
COc1ccc(C2CC(c3cccs3)=NN2C(=O)CSc2nc(=O)n3ccc(C)cc3n2)cc1 (stereo not drawn)	1%	4%	0%	-19	5%	-25%	-3	7%	-0.2%
CC(=O)Oc1ccc(Cn2c(C)c(C(=O)NCc3ccc4c(c3)OCCO4)sc2=O)cc1	.	.	0%	-6	-3%	.	-4	.	.
O=C(NCCC1=CCCCC1)c1c(O)nc2sccn2c1=O	0%	-20%	5%	1	1%	-15%	1	-2%	-2.0%
O=C(NC(=S)N1CCc2ccccc21)c1ccccc1	-7%	2%	-1%	2	-7%	-7%	-6	?	0.3%
O=C(CCC(=O)N1CCSc2ccccc21)NCc1ccccc1Cl	-5%	.	.	1	.	-20%	-3	.	4.6%
O=C(Nc1ccc(N2CCOCC2)cc1)c1ccc2c(c1)OCO2	-5%	18%	-1%	-9	0%	-25%	-9	-11%	0.1%
COc1ccc(CC2C(=O)OC(C)(C)OC2=O)cc1	9%[57.1 µM]	0%	-4%	-6	2%	-18%	1	2%	1.8%
N=C1C(=O)OCC1c1cc(Cl)ccc1NC(=O)Nc1ccccc1 (stereo not drawn)	9%	-3%	-3%	4	-4%	-15%	0	-8%	2.3%
CC(NC(=O)Nc1nccs1)(C(F)(F)F)C(F)(F)F	-8%	-1%	-1%	3	2%	-4%	0	-6%	0.1%
Cc1ccc(CNC(=O)c2ccc(CNc3c(N4CCCC4)c(=O)c3=O)cc2)cc1	-5%	-1%	-1%	1	-4%	-11%	-4	1%	-0.4%

Only part of the results is shown; count on the stated rates, not on these rows.
